E-sel TNF inh: blocks E-selectin expression induced by TNF alpha; HUVEC TNFa-induced E-selectin immunofluorescence, high content; inhibition, % at 2 µM; AID 1246; 0.71% of 120,000 active;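 active = inhibition above the batch mean plus 3 SD, and confirmed as a hit on visual image review, cut at about 43% in these data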;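 also: 0% = TNF-stimulated DMSO wells and 100% = unstimulated control wells; not every result past the cut was called active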
PTEN del growth: PTEN-deleted cell growth suppression; 1.2% of 140,000 active; viability, % at 10 µM; HCT116 PTEN-null viability, CellTiter-Glo, 60 h; hits give low values; AID 827;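 active = viability at or below a set limit, 4 SD under the median of all tested compounds, cut at about 3.7% in these data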;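 also: PTEN knockout HCT116 line with beta catenin targeted HCT116 as companion control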
MRP1 act: activates MRP-1; viability increase, % at 10 µM; 0.61% of 140,000 active; H69AR cells + doxorubicin, viability rescue, CellTiter-Glo; AID 799;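 active = viability gain under doxorubicin at or above a set limit, the compound median plus 3 SD, cut at about 4.7% in these data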;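 also: MRP-1 overexpressing cells given doxorubicin 25 µM after compound pretreatment; 18-22 h compound pretreatment then 72 h with doxorubicin before readout; 0% = doxorubicin-only wells and 100% = vehicle-treated cells without doxorubicin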
GALR2 blocker: blocks the human galanin receptor 2. 0.39% of 140,000 active. inhibition, % at 4 µM. AID 828. GALR2-expressing cells, antagonist mode. O43603; in the data active = inhibition above about 27%;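 also: cells stimulated with galanin 1-16 at roughly its EC80; 0% = agonist challenge control and 100% = basal control without agonist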
Target sequence (O43603 whole entry, looked up): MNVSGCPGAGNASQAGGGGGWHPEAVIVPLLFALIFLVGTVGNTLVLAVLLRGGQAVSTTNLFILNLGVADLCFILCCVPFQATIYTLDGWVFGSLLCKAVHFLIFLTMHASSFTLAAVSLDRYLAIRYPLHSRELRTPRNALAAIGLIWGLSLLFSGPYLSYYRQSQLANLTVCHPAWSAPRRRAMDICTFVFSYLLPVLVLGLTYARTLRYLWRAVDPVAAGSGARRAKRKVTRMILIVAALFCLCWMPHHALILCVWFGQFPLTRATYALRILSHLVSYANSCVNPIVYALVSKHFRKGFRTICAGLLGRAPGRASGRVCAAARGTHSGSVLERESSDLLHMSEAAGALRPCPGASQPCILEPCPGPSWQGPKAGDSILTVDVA
Yeast growth inh: reduces growth of yeast BB579 in restrictive medium | S. cerevisiae BB579 growth, OD615, 48 h | inhibition, % at 10 µM | 0.51% of 140,000 active;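 active = inhibition above a set limit, 3 SD over the mean compound inhibition, cut at about 44% in these data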; also: inactives centre near -24
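Assay system: S. cerevisiae DeaD strain BB579 yeast. Medium: CSMM-D restrictive synthetic medium containing dextrose (glucose). Times: 4 h cell preincubation, 48 h compound exposure, 30 °C humidified. Signal: OD615 turbidity measurement. Benchmarks: positive control amphotericin B 10 µg/mL.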
HCT116 bCat-KO: beta-catenin-lacking colon tumor cell growth suppression. HCT116 beta-catenin knockout viability, CellTiter-Glo, 60 h; hits give low values. viability, % at 10 µM. 1.5% of 140,000 active;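 active = viability at or under a set limit, the compound median less 4 SD, cut at about 6% in these data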;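 also: 0% = Hyamine 1622 control at 20 µM and 100% = untreated cell control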
Phagocyt inh: blocks phagocytosis by macrophages; J774A.1 macrophage IgG-bead phagocytosis, imaging; inhibition, % at 5 µM; 0.07% of 110,000 active; AID 1029;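 active = inhibition above the mean of the plate negative controls plus 5 SD, cut at about 13% in these data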;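 also: phagocytic index as fraction of beads internalized from green versus red external bead signal; plate controls were DMSO negative control for no effect and cytochalasin-D positive control for full effect; some results beyond the cut were filed as inactive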
Yeast lifespan up: yeast lifespan extension | S. cerevisiae growth with nicotinamide, OD615; deaD strain in restrictive glucose medium | inhibition of the nicotinamide effect, % at 10 µM | 0.68% of 130,000 active;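 active = inhibition above a set limit, placed 3 SD over the median of all compounds, cut at about 26% in these data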;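 also: 0% = nicotinamide-treated wells and 100% = cells grown without nicotinamide; some compounds called inactive have numbers as strong as hits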
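System: Modified budding yeast, DeaD strain | Buffer or medium: Restrictive glucose medium | Also added: 1.5 mM nicotinamide | Doses: 10 µM single point, 0.25% DMSO | Schedule: 48 h compound exposure at 30 °C, humidified | Detection: Absorbance at 615 nm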
NPY-Y2 antag: antagonists of human neuropeptide Y receptor Y2 | P49146 | NPY-Y2 expressing cells, antagonist mode | inhibition, % at 2.7 µM | 0.99% of 140,000 active | AID 793; in the data active = inhibition above about 17%;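 also: 0% = vehicle with agonist challenge and 100% = reference antagonist with challenge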
Target sequence (P49146 whole entry, looked up): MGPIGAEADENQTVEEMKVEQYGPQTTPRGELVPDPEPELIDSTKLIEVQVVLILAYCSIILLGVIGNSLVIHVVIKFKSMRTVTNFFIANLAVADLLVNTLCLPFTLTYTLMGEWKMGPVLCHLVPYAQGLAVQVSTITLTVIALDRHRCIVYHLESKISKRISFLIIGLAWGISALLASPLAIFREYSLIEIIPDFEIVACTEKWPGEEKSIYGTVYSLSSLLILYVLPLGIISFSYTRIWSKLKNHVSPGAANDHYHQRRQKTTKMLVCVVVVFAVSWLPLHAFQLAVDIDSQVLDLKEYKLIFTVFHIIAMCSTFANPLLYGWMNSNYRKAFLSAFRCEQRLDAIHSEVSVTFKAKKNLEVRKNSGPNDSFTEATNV
Measles CPE: protection of cells from measles virus; Measles virus-infected cells, CPE protection, absorbance; protection (pct of control), % at 4 µM; 1.5% of 140,000 active; AID 841; in the data active = protection mostly above about 24%, no sharp cut-off; inactive = mostly below about 26%; also: some compounds called inactive have numbers as strong as hits
Starred values were filed as active, the others as inactive; . = not tested or not shown.

SMILES	E-sel TNF inh	PTEN del growth	MRP1 act	GALR2 blocker	Yeast growth inh	HCT116 bCat-KO	Phagocyt inh	Yeast lifespan up	NPY-Y2 antag	Measles CPE
Cc1cc(C)cc(NC(=O)c2nccnc2C(=O)O)c1	.	102	-0.5	17	-60	98	0	-11	-1	6
CN(C)CCCNC(=O)c1ccc(CN(c2ccccc2)S(C)(=O)=O)cc1	-14	86	-1.8	11	23	91	3	-10	1	17
Cc1cnc(NC(=O)CSc2nc3ccccc3s2)s1	10	90	-1.0	-7	28	100	0	-8	7	8
CN(C)CCOc1nc(-c2ccccc2)nc2c1oc1ccccc12	15	3.0*	-5.8	-12	-21	2.0*	1	-14	6	3
O=C1CCC(=O)N1c1ccc(CSc2nc3ccccc3[nH]2)cc1	-2	90	-1.2	-6	-47	83	0	-14	2	14
CC(=O)N1CCc2cc(S(=O)(=O)NC(C(=O)NC3CCCc4ccccc43)C(C)C)ccc21 (configuration not stated)	-46	90	-3.0	-3	-14	94	3	1	1	19
FC(F)C(F)(F)C1=CC(c2cccs2)=NCCN1	0	87	-1.3	5	8	95	2	-3	1	9
Cc1cccc(C)c1OCCNC(=O)CCC(=O)c1ccccc1	0	99	0.0	13	-9	96	-12	-2	7	3
CCOC(=O)c1cc(CC)sc1/N=C/C1=C(O)CCCC1=O	.	102	-1.4	11	3	86	-3	-2	-2	8
O=C(CC1CCCCC1)N1CCN(c2ccccn2)CC1	3	84	-1.7	0	-1	88	0	-18	3	4
O=C(CSc1ccccn1)N1CCN(c2ccccc2)CC1	-11	100	0.3	1	-1	101	-1	-21	-1	11
Cc1cc(/C=N/NC(=O)COc2cccc3cccnc23)c(C)n1-c1ccc(O)cc1	-4	100	-1.4	1	-26	102	-6	0	3	4
COc1ccc(-c2cc(-c3nnc(COC(=O)C4CC4C)o3)c3ccccc3n2)cc1OC (configuration not stated)	-37	58	-1.0	-12	-12	64	.	3	7	4
O=C(Cn1cnc2ccccc21)OCC(=O)N1CCc2ccccc2C1	-7	83	-0.2	5	-15	76	1	2	1	16
CCN(CC)c1ccc(NC(=O)C2CCCN(S(=O)(=O)c3cccnc3)C2)c(C)c1 (configuration not stated)	13	74	-0.5	-18	-48	70	0	-2	0	4
Clc1ccc2c(c1)CNc1c(ncnc1N1CCOCC1)O2	.	89	-3.2	16	-7	86	1	-4	1	19
COc1ccccc1OCCNC(=O)c1cc(SC)ccc1Cl	17	90	-1.9	-8	-57	88	-10	-2	3	5
CC(C)c1ccc(/C=C/C(=O)Nc2nc3ccc([N+](=O)[O-])cc3s2)cc1	-35	11	-2.6	13	-69	34	.	-6	-1	3
CCOc1ccc(OCc2ccc(C(=O)OCc3ccccn3)o2)cc1	-44	103	0.5	4	-43	98	2	-6	9	7
O=C(NN1CCOCC1)c1cc(-c2cccs2)nc2ccccc12	-3	94	-3.1	1	-37	92	17	-4	3	13
COC(=O)c1nc(NC(=O)c2ccccc2)n[nH]1	.	92	-1.2	3	24	106	.	-13	5	10
CCCc1cc(=O)[nH]c(NCc2ccc(Cl)cc2)n1	3	91	0.2	-11	-13	85	-2	-7	6	10
O=C1C2CC=CCC2C(=O)N1Cc1ccccc1Cl (configuration not stated)	.	86	-0.8	1	-38	84	-5	6	3	8
CC(=O)Nc1nc2n(n1)C(c1ccc(Cl)cc1)C=C(C)N2 (configuration not stated)	.	104	-0.9	3	-23	111	-3	-9	1	4
CC(=O)Nc1c(C)cc(S(C)(=O)=O)cc1C	.	97	-1.9	17	-17	95	.	11	2	25
COC(=O)Cn1c(=NC(=O)c2cc(-c3cccs3)nc3ccccc23)sc2cc(S(N)(=O)=O)ccc21	.	42	-3.8	-7	-35	43	-2	3	-4	4
CCOC(=O)/C(C#N)=C/c1ccc(OCC(=O)Nc2cc(C)ccc2C)c(OC)c1	-50	88	-2.3	7	-30	96	-1	-13	1	32
CN(C)CCOc1ccc2ccccc2c1	-5	94	-1.6	-13	-42	90	-2	1	4	10
N#Cc1nc(-c2ccc(OCc3ccccc3)cc2)oc1NCc1ccco1	.	106	0.8	-6	-51	103	0	4	1	5
COc1ccc2c(c1)C(C)=CC(C)(C)N2C(=O)CNCc1ccc2c(c1)OCO2	-8	32	-4.3	-15	-43	21	.	0	27*	22
COCc1[nH]nc2c1C(c1ccccc1Cl)C(C#N)=C(N)O2 (configuration not stated)	0	92	-2.2	1	-5	90	0	-8	-1	4
COc1ccccc1CNC(=O)Nc1cccs1	9	91	-4.2	9	-32	85	0	-2	8	7
CCOc1ccccc1OCC(O)CNC (configuration not stated)	-11	94	-1.0	12	-15	100	-1	4	0	2
CCCCOC(=O)CSC1=C(C#N)C(c2ccc3c(c2)OCO3)CC(=O)N1 (configuration not stated)	.	84	-1.7	0	-61	83	1	15	7	4
Cc1cc2ccccc2c(=O)n1CC(=O)NCC(=O)N(C)Cc1ccccc1	-52	100	1.3	7	-31	99	-2	9	3	26
CCOc1ccc(S(=O)(=O)N(C)c2ccc(OCC(=O)OCc3c(C)noc3C)cc2)cc1	35	99	0.6	3	-65	104	-1	-6	3	7
COc1ccc2nc(SCC(=O)NC(C)C)[nH]c2c1	-18	92	-1.2	-1	29	94	-5	-3	-1	7
N=C(N)CCCOc1ccccc1-c1ccccc1	.	78	-2.2	4	-30	81	.	-1	3	8
CC(=O)C1=C(C)NC(SCC(=O)Nc2nccs2)=C(C#N)C1c1ccccc1Cl (configuration not stated)	.	90	-0.5	-7	-21	82	-9	3	1	11
CCOc1ccc(S(=O)(=O)N(CC(=O)N/N=C/c2cccs2)c2ccc(C)cc2)cc1	.	73	-3.3	-6	-11	85	-1	7	4	2
Cc1nn(-c2ccccc2)c(C)c1/C=N/NC(=O)c1cc(-c2cccc3ccccc23)n[nH]1	.	34	-0.3	19	-20	39	-11	0	2	10
Cc1cccn2c(=O)c(/C=C3\SC(=S)N(CC(C)C)C3=O)c(NCCCOC(C)C)nc12	15	93	-1.2	2	-35	85	1	-5	5	20
COc1cc(NS(=O)(=O)c2ccc(F)cc2)c(OC)cc1NC(=O)C1CC1	-15	87	-1.7	9	-11	92	0	-3	5	21
CC(C)c1ccc(/C=C/C(=O)N2CCc3ccccc3C2)cc1	.	93	-0.1	-10	3	98	-4	-3	18*	21
COCCOC(=O)C1=C(C)NC(=O)NC1c1c(Cl)nc2ccccn2c1=O (configuration not stated)	.	102	0.9	2	-4	92	-15	-1	2	13
COc1ccc(S(=O)(=O)N(CCc2ccccc2)CC(=O)N2CCOCC2)cc1	-11	100	-0.2	1	-31	110	.	-12	1	6
CC(NC(=O)Cc1ccccc1)c1nc2ccccc2[nH]1 (configuration not stated)	-11	87	-1.0	-3	16	92	2	3	6	1
CC(C)CNC(=O)/C=C/c1cccs1	.	109	0.7	0	-10	100	0	0	3	9
Cc1[nH]c2ccccc2c1C(=O)COC(=O)c1c(-c2ccccc2)noc1C	-4	72	-0.7	8	0	79	3	-5	0	4
Oc1[nH]c2ccccc2c1N=Nc1ccc(C(F)(F)F)cn1	-5	78	-4.4	7	-15	79	.	-13	3	2
C=CCNC(=O)NC(=O)COC(=O)/C(C#N)=C/c1cc(C)n(CC(C)C)c1C	-1	101	0.7	-18	13	101	0	-3	8	24
O=P(O)(CP(=O)(c1ccccc1)c1ccccc1)c1ccccc1	3	97	1.4	4	-60	107	-4	-1	3	9
Cc1c(C(=O)c2ccc(Cl)cc2[N+](=O)[O-])c2ccccn2c1CCC#N	-10	100	-3.6	6	-32	95	-1	1	0	9
COc1cccc(N2C(=O)C3CCCN3C2c2ccc(F)cc2)c1 (configuration not stated)	-15	95	-2.8	0	-37	91	0	-1	3	3
COc1cccc(-n2nnnc2SCC(=O)NCc2ccco2)c1	-19	103	-3.8	4	-1	96	1	-15	3	15
O=C1NC(=O)C(=C2CCCCCC2)S1	.	102	-0.1	-10	-32	93	-4	8	3	10
Cc1cc(C(=O)COC(=O)c2ccc(CO)cc2)c(C)n1CC1COc2ccccc2O1 (configuration not stated)	13	65	0.0	-8	-37	74	-2	-6	4	19
CCCCNc1cc(NC(C)=O)cc2cc(OC)c(OC)cc12	.	70	-3.2	-10	-16	61	0	-25	3	13
COC(=O)c1cc(Oc2ccc(C(=O)OC)cc2N)cc(C(=O)OC)c1	-16	73	-1.1	13	-31	88	.	-19	0	7
CCc1nc(C)cn1S(=O)(=O)c1cc(Br)ccc1OC	.	98	1.4	-2	1	93	0	-5	2	14

Single records, as listed above. Screens in order: E-sel TNF inh	PTEN del growth	MRP1 act	GALR2 blocker	Yeast growth inh	HCT116 bCat-KO	Phagocyt inh	Yeast lifespan up	NPY-Y2 antag	Measles CPE
Record of CC(C)CNC(=O)/C=C/c1cccs1 → .	109	0.7	0	-10	100	0	0	3	9
Record of CC(NC(=O)Cc1ccccc1)c1nc2ccccc2[nH]1 (configuration not stated) → -11	87	-1.0	-3	16	92	2	3	6	1

Carrying on:
SMILES	E-sel TNF inh	PTEN del growth	MRP1 act	GALR2 blocker	Yeast growth inh	HCT116 bCat-KO	Phagocyt inh	Yeast lifespan up	NPY-Y2 antag	Measles CPE
O=C(OCc1ccc([N+](=O)[O-])cc1)C1CCN(S(=O)(=O)c2ccccc2)CC1	-8	104	-1.5	0	-28	103	-9	0	2	2
CN(C)c1ccc(-c2noc(C3CCN(S(=O)(=O)c4cccc(C(=O)O)c4)CC3)n2)cc1	5	101	-0.1	7	-51	110	.	-2	2	6
CCOC(=O)C1CCCN(c2ncnc3c2cnn3-c2ccc(Cl)cc2)C1 (configuration not stated)	63*	87	1.5	-13	-28	84	1	-21	6	7
Cc1ccc(-c2csc(C(C#N)=C3CCCC3)n2)cc1	1	89	-1.4	-1	-35	92	.	-15	0	9
COc1ccc(CNC(=O)C2CC=CCC2C(=O)O)cc1OC (configuration not stated)	6	103	-1.8	7	-1	92	3	-24	2	34
CC(C)Cc1nc2sc3c(=O)[nH]cnc3c2c2c1CCC2	.	111	-1.7	-12	11	86	-8	2	2	6
COc1ccc(/C=C/C(=O)Nc2cc(C(F)(F)F)ccc2Cl)cc1OC	.	80	3.0	-4	-49	94	0	-8	4	9
CCOC(=O)CNC(=O)CSc1nnnn1-c1cc(C)ccc1C	-9	96	0.6	1	-2	105	0	-12	2	5
COc1ccc(COC(=O)NNC(=O)c2ccccc2Cl)cc1	-12	96	-1.0	-3	5	98	.	-13	2	11
N#CCCn1cc(C(=O)Nc2ccc([N+](=O)[O-])cc2)c(-c2cccs2)n1	0	97	-2.2	-14	-3	91	-2	4	0	13
CCOC(=O)C1C(=O)NC(c2ccccc2)=NC1c1ccc(C(C)C)cc1 (configuration not stated)	-16	95	-1.1	3	-58	94	-2	-6	3	7
CCOC(=O)N1CCC(NC(=O)c2cccnc2SC)CC1	-35	75	-1.9	1	2	85	4	-18	1	18
c1ccc(-c2csc3ncn4cnnc4c23)cc1	1	85	-1.6	2	-27	96	.	-20	3	9
